# MC4R barr agon: MC4R agonists recruiting beta-arrestin, primary screen, cell-based, luminescence, agonist arm of biased-ligand search; 360,000 tested, 0.98% active; activation, % at 8.9 µM; AID 540308, 2011; U2OS MC4R beta-arrestin complementation; percent of melanotan II response, DMSO zero;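 active = activation above a per-plate cutoff, the mean activation of sample wells on that plate plus 3 SD, cut at about 8% in these data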
# Target sequence (P32245 whole entry, looked up): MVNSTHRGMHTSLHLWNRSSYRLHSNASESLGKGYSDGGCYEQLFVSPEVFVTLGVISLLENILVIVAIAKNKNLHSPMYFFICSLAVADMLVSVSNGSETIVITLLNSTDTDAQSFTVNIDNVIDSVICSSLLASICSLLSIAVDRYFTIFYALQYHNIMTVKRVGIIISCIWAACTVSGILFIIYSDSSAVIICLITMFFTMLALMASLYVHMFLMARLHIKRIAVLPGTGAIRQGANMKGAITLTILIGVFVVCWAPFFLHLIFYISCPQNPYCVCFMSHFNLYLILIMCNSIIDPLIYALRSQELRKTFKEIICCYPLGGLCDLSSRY
# ABHD5-PLIN5 inh: ABHD5-PLIN5 interaction inhibitors, primary screen, cell lysate, split luciferase complementation, luminescence; Split G. princeps luciferase complementation, 4 h; Perilipin-5 (Homo sapiens) + 1-acylglycerol-3-phosphate O-acyltransferase ABHD5 (Homo …; AID 602281, 2012; 360,000 tested, 0.78% active; inhibition, % at 4 µM;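 active = inhibition above the mean inhibition across every tested compound plus 3 SD, cut at about 22% in these data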;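 note: 0% = DMSO only wells and the 100% control is not disclosed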
# N-glyco inh: increase of ERlucT glycosylation luciferase signal, primary screen, N-linked glycosylation inhibitor project, D54 ERlucT cells, luminescence, set 2 | D54 ERlucT glycosylation luciferase reporter, 24 h; percent of 100 nM tunicamycin response | reporter increase, % at 12.5 µM | 360,000 tested, 0.23% active | AID 588692, 2011;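 active = mean luciferase reporter signal, scaled so untreated is 0 and the glycosylation-blocking control 100, at or above a set limit in every replicate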;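 note: luciferase carries N-glycosylation sites so blocking glycosylation raises the light; 0% = median of neutral control wells and 100% = median of 100 nM tunicamycin wells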
# ABCB6 inh 2: ABCB6 transporter inhibitors, primary screen, K562-ABCB6 cells, flow cytometry, MLPCN library; ATP-binding cassette sub-family B member 6 (Homo sapiens), Q9NP58; AID 602162, 2011; 360,000 tested, 0.19% active; fluorescence ratio to DMSO, % at 10 µM; K562-ABCB6 porphyrin accumulation, 1 h; stronger effect = lower value;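 active = fluorescence ratio to DMSO below 75%, the collection mean minus 3 SD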;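 note: signal is porphyrin accumulated inside mitochondria; 100% equals median channel fluorescence of DMSO control wells; lower ratio means ABCB6 inhibition with less porphyrin fluorescence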
# Granule exo inh: LAMP-1 surface exposure blockers, TALL-104 cells – cell-based, flow cytometry, MLPCN library, primary screen; inhibition, % at 10 µM; AID 651702, 2012; 360,000 tested, 0.66% active; TALL-104 LAMP-1 surface exposure; cells stimulated with thapsigargin and PMA;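 active = inhibition above about 55%, limit read from the data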
# m5-HT2A agonist: mouse Htr2a agonists via beta-arrestin recruitment, primary screen, cell-based, luminescence; 5-hydroxytryptamine receptor 2A (Mus musculus), P35363; CHO-K1 mHTR2A beta-arrestin complementation; percent of 30 µM serotonin response; activation, % at 7.6 µM; 360,000 tested, 0.66% active; AID 624169, 2012;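 active = activation above a run cutoff, the mean activation of all tested compounds plus 3 SD, cut at about 14% in these data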;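 note: 0% = plate median of compound wells and 100% = 30 µM serotonin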
# Target sequence (P35363 whole entry, looked up): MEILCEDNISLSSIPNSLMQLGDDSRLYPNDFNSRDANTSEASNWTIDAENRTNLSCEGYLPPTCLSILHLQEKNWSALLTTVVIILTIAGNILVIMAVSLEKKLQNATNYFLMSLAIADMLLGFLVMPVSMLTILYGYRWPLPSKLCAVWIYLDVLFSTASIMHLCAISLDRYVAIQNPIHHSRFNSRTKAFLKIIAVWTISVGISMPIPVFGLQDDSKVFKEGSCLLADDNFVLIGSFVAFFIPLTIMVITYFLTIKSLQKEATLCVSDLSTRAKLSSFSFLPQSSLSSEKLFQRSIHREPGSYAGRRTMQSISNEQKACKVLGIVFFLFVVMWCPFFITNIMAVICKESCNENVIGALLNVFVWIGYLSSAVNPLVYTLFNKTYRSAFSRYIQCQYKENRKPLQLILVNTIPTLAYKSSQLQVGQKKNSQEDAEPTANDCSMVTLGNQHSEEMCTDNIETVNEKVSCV
# MC4R antag cAMP: MC4R antagonists of cAMP signaling, primary screen, cell-based, TR-FRET, antagonist arm of biased-ligand search | AID 540295, 2011 | inhibition, % at 6.5 µM | MC4R-expressing cells, MTII-stimulated cAMP, LANCE TR-FRET | Melanocortin receptor 4 (Homo sapiens), P32245 | 360,000 tested, 0.48% active;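 active = inhibition above its plate's cutoff, the mean of tested wells on that plate plus 3 SD, cut at about 29% in these data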;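 note: 0% = Melanotan II alone and 100% = Melanotan II plus saturating MCL0020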
#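 Assay system: U2OS-MC4R stable cell line; Also added: Melanotan II; Technique: Eu-cAMP/anti-cAMP TR-FRET, emission 671 nm; Times: 30-min compound, 1-h challenge, 1-h detection, room temperature.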
# CaV13 ICDI inh: Primary screen for inhibitors of IQ motif and Ca2+-dependent inactivation inhibitor domain binding in CACNA1D, Förster resonance energy transfer in living cells, … | HEK cells, CFP/YFP FRET ICDI-IQ, plate reader, 10 min; percent FRET-ratio fall versus neutral wells | 340,000 tested, 0.098% active | inhibition, % at 12.3 µM;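 active = mean replicate inhibition of at least 30% and at least 1% of replicates passing that level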;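 note: 0% = median of the neutral control wells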
# Cardio protect: cardioprotection against H2O2-induced cell death, primary screen, uHTS, H9c2 cells, ATPLite luminescence. AID 588492, 2011. protection from H2O2 cell death, % at 20 µM. 360,000 tested, 0.63% active. H9c2 cardiomyocytes, H2O2 injury protection, 2 h;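 active = compounds giving at least 50% protection of heart cells from peroxide-induced death in the single-dose screen, raw or plate-pattern-corrected value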;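 note: 0% = DMSO wells with peroxide and 100% = DMSO wells without peroxide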
# PDI inh: inhibitors of human PDI, primary screen, biochemical, turbidity, single point, plate reader; Protein disulfide-isomerase (Homo sapiens), P07237; PDI insulin aggregation turbidity, A650, 90 min; inhibition, % at 10 µM; 350,000 tested, 0.052% active; AID 588391, 2011;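 active = mean inhibition across replicates of 30% or more, whatever share of single replicates reach that level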;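 note: absorbance from insulin aggregation driven by PDI reduction with DTT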
# Numbers without * were called inactive; nt = no result given.
SMILES,MC4R barr agon,ABHD5-PLIN5 inh,N-glyco inh,ABCB6 inh 2,Granule exo inh,m5-HT2A agonist,MC4R antag cAMP,CaV13 ICDI inh,Cardio protect,PDI inh
O=C(c1ccc(N2CCOCC2)nc1)N1CCOCC1,0.6,2,0,100,3,3,15,-6,16,-1
O=C(CN(Cc1ccccc1Cl)C(=O)c1csnn1)NCc1ccccc1,-0.9,-5,0,96,10,-6,12,-7,1,-10
COc1ccc(N/C=C(\C2OC(=O)c3ccccc32)[N+](=O)[O-])cc1 (configuration not stated),2.2,43*,1,102,-2,-2,12,-4,6,-1
Cc1cc(C)n(-c2cc(C(=O)O)cc(C(=O)O)c2)n1,-2.0,0,2,91,-5,-2,7,-5,0,-1
Clc1ccc(/C=N/N2CCN(Cc3ccccc3)CC2)cc1,6.4,-9,2,98,-6,-2,6,0,-13,5
COCCNC(=O)C1CCCN(Cc2cccc(C#N)c2)CC1 (configuration not stated),1.9,1,2,92,2,0,1,-11,10,-1
Cc1ccnc(NC(=O)c2ccc(Cl)c(S(=O)(=O)N3CCCC3)c2)c1,0.5,5,-2,97,-2,0,10,-6,-4,-4
COc1ccc(S(=O)(=O)N2CCOCC2)cc1NC(=O)CSc1nnc(N)s1,0.1,-1,1,99,-1,-5,10,-7,2,-1
COC(C[C@H](O)CC(=O)[C@H](C)OCc1ccccc1)OC,-1.3,4,0,94,2,4,2,-8,8,-4
CCC(NS(=O)(=O)c1ccc(C)cc1)C(=O)Nc1ccc(NC(C)=O)cc1 (configuration not stated),-0.8,9,3,105,-4,-3,3,-7,1,11
CCOC(=O)N1CCN(C(=S)Nc2cc(OC)c(OC)cc2C(=O)OC)CC1,-1.6,-8,2,75,2,2,-6,-10,-4,-1
O=C(Nc1cc(Cl)cc(Cl)c1)C1CCC(=O)N1Cc1ccccc1Cl (configuration not stated),-1.9,7,-2,98,-2,-1,3,-3,-4,1
N#C/C(=C\c1ccc(OCc2ccc(Cl)cc2)cc1)C(=O)Nc1cccc(C(=O)O)c1,0.0,1,-8,86,-6,4,5,-7,-13,-7
Cc1ccc2cc(/C=N/Nc3ccc(C(=O)O)cc3)c(Cl)nc2c1,0.6,4,-3,89,-4,-1,6,-7,-13,-1
Cc1ccccc1CS(=O)(=O)Cc1ccc(C(=O)NCCCN2CCOCC2)o1,0.1,4,1,96,-2,-1,7,-7,1,0
C=CCOc1nc2c(c(=O)n(Cc3ccc(Cl)cc3)c(=O)n2C)n1C,-1.6,-9,-5,95,-1,0,14,-5,33,6
Nc1nnn(CC(=O)N/N=C/c2cccc3ccccc23)n1,-1.0,1,3,97,2,2,4,-7,-8,1
C=CCOc1ccc(NC(=O)C(=O)NCCCn2ccnc2)cc1,0.1,1,-4,101,-2,-3,8,-13,4,4
Cc1cc2oc(=O)cc(-c3ccccc3)c2c(C)c1-c1ccc(C(F)(F)F)cc1,0.1,11,-9,107,-4,1,11,-5,-16,-8
Cc1ccc(S(=O)(=O)c2nnn3c2nc(N2CCN(c4ccccn4)CC2)c2ccccc23)cc1,-3.5,-4,-3,100,-4,3,12,-15,-4,0
Cc1cccc(C2C3=C(Nc4[nH]n(-c5ccccc5)c(=O)c42)c2ccccc2C3=O)c1 (configuration not stated),-0.5,4,-2,102,-1,2,20,8,5,-8
CCOc1ccccc1NC(=O)Cn1nnc(C(=O)NCc2cccs2)c1N,-3.4,-2,15,99,0,-7,-21,-2,1,1
O=c1cnc2ccccc2n1CC1CCCCC1,0.8,0,-3,106,-2,4,16,-10,5,-1
Cc1ccc(/C=N/n2c(-c3ccc(Cl)cc3)n[nH]c2=S)s1,2.6,2,0,98,0,1,-6,-5,-3,9
COc1ccc(C2OC(=O)CC2C(=O)NCc2ccc(C)cc2)cc1OC (configuration not stated),1.0,-2,1,111,-9,2,-5,-19,-1,-9
# Next section.
SMILES,MC4R barr agon,ABHD5-PLIN5 inh,N-glyco inh,ABCB6 inh 2,Granule exo inh,m5-HT2A agonist,MC4R antag cAMP,CaV13 ICDI inh,Cardio protect,PDI inh
NCc1csc(Nc2nncc3ccccc23)n1,1.1,4,6,96,-6,0,0,-5,9,-7
COc1ccc(NC(=O)CCCN2C(=O)CN(C)C2=O)c(OC)c1,-0.7,-16,-1,105,-1,-7,4,-4,-2,-1
CCC(C)c1c(O)nc(SCC(=O)N2CCOCC2)[nH]c1=O (configuration not stated),0.1,10,0,107,0,6,1,-8,-5,-6
O=C(c1ccco1)N1CCN(C(=O)c2ccc(-c3ccccc3Cl)o2)CC1,-1.1,-3,-3,90,-2,-7,4,-3,9,1
O=c1c2c(-c3cccc([N+](=O)[O-])c3)ccnc2[nH]n1-c1ccccc1,-0.8,4,0,103,8,8,-1,-7,0,10
CCN(CC)c1ccc(S(=O)(=O)N2CCOCC2)cc1NC(=O)C1CC1,1.0,5,1,96,-1,11,6,-3,0,-1
CC(=O)Nc1ccc(S(=O)(=O)Nc2nc3ccccc3nc2Sc2nncn2C)cc1,-1.5,2,-1,181,-1,5,3,-4,17,16
O=C(COC(=O)c1ccc(Cl)nc1)Nc1cc(S(=O)(=O)N2CCOCC2)ccc1Cl,2.1,2,0,96,-4,4,5,-6,-6,-14
CN1C(CCl)Nc2cc(Cl)c(S(N)(=O)=O)cc2S1(=O)=O (configuration not stated),-0.3,2,-1,94,-1,1,-6,-18,-5,1
Cc1cccc(C(=O)NCC(=O)OCCOc2ccccc2Cl)c1,0.8,-14,0,96,-3,-1,3,-2,6,4
CCN(CC)CCNC(=O)CNC(=O)c1nn(-c2ccc(OC)c(OC)c2)c(=O)c2ccccc12,-0.3,0,-2,94,-5,0,8,-20,0,-7
CCNc1nc(NCC)nc(NC(N)=S)n1,1.5,5,1,89,1,4,-9,2,-2,-1
N#Cc1cccc(C#N)c1N1CCC(C#N)CC1,-0.7,1,0,104,-1,4,18,-1,-2,4
CCOC(=O)C1(CC2CCCCO2)CCN(C2CCSCC2)CC1 (configuration not stated),-1.3,-2,2,99,3,-4,0,4,4,3
COc1ccc(C2=NN(c3ccccc3)C(=O)/C2=C\c2ccc(O)c(OC)c2)cc1,0.1,-51,-1,101,-4,3,8,-19,-2,-5
c1ccc(-c2nc(-n3nc4ccccc4n3)nc3ccccc23)cc1,-1.4,-1,-4,105,65*,2,6,-4,-2,12
CCc1ccc(-c2nc(SCC(=O)N(C)C3CCS(=O)(=O)C3)n[nH]2)cc1 (configuration not stated),0.0,-2,4,104,0,2,8,-6,-16,0
Nc1ncnc(Nc2ccccc2C(F)(F)F)n1,2.1,-6,4,107,-12,0,17,-2,16,-1
CCCCn1c(N)c(N(CCOC)C(=O)CN2C(=O)C3CCCCC3C2=O)c(=O)[nH]c1=O (configuration not stated),-0.1,-7,2,101,7,-1,0,-3,4,-2
CC(C)(C)NC(=O)COC(=O)c1ccc2c(c1)C(=O)N(Cc1ccco1)C2=O,-0.3,6,1,99,3,7,10,-7,-1,7
COc1cccc(OC)c1C(=O)OCC(=O)NC(=O)NCc1ccccc1,2.4,1,2,96,0,-10,3,-6,-4,-4
Cc1ccc(N=Cc2c(O)ccc3ccccc23)cc1F,-1.5,0,0,102,5,1,-4,-2,31,8
CCOC(=O)C1CCN(C(=O)/C=C/c2ccc(S(=O)(=O)N3CCOCC3)cc2)CC1,-1.0,2,1,106,-14,0,4,-9,5,4
Cc1cc(C)cc(OCC(=O)Nc2ccc3c(c2)OCCO3)c1,2.8,-1,-1,97,-2,5,-8,-16,-1,1
COc1ccc(NC(=O)CN2CCN(C(=S)NC3CCCC3)CC2)cc1,0.3,3,-3,98,-3,1,18,-16,-6,-5
# (cont.)
SMILES,MC4R barr agon,ABHD5-PLIN5 inh,N-glyco inh,ABCB6 inh 2,Granule exo inh,m5-HT2A agonist,MC4R antag cAMP,CaV13 ICDI inh,Cardio protect,PDI inh
COc1cc(OC)c2c(c1)OC(=O)CC2c1ccc2c(c1)OCO2 (configuration not stated),0.6,4,1,104,-3,1,4,-5,6,8
COc1cc(OC)c(C(=O)OCC(=O)Nc2ccccc2Cl)cc1OC,-1.1,-2,3,96,-6,-6,0,-2,4,-8
COC(=O)C1=C(C(=O)OC)C(c2ccccc2O)c2sc(=O)[nH]c2S1 (configuration not stated),1.6,-2,1,99,3,-2,-1,-5,2,-6
CC(=O)c1ccc(S(=O)(=O)N2CCNCC2)cc1,0.7,2,2,98,-6,6,-3,-4,-5,1
O=C(CCNC(=O)N1CC(=O)Nc2ccccc21)NCc1cccc(Cl)c1,-2.0,-1,14,97,1,-5,3,-4,3,2
Cc1nc(C)c(-c2csc(Nc3ccc(N)cc3)n2)s1,-1.4,-16,0,96,-6,-3,-6,1,11,1
O=C(CCC1CCCC1)Nc1nnc(-c2ccc3c(c2)OCO3)s1,-0.6,1,-4,100,-1,3,10,-19,9,-3
COc1ccc(C(=O)C(OC(=O)CNC(=O)c2ccco2)c2ccccc2)cc1 (configuration not stated),-1.4,3,2,95,-3,9,-1,-5,7,13
CC(C)NC(=O)c1ccccc1NC(=O)C1CCCO1 (configuration not stated),-0.9,0,3,102,-1,1,20,-8,5,4
COc1ccc(N(CC(=O)N2CCCCC2)S(=O)(=O)c2c(C)nn(C)c2C)cc1,0.1,-3,2,99,0,4,12,-6,8,nt
Cc1ccc(C(=O)NCCNS(=O)(=O)c2ccccc2)cc1,-0.9,4,0,97,-3,-2,7,-5,7,-1
O=c1[nH]c(=O)n(C2CCCCCC2)c(O)c1C=NCc1ccc(F)cc1,0.9,-3,0,102,4,4,3,-6,-4,-4
CCn1c(SCc2cccc(C)c2)nnc1-c1ccccc1,-1.4,2,-5,95,2,2,7,nt,-1,3
COc1ccc(C(=O)N2CCc3cc4c(cc3C2C)OCCCO4)cc1 (configuration not stated),-0.9,5,-2,94,14,1,5,nt,-6,nt

# 4 records picked at random from the list so far, as already listed:
SMILES,MC4R barr agon,ABHD5-PLIN5 inh,N-glyco inh,ABCB6 inh 2,Granule exo inh,m5-HT2A agonist,MC4R antag cAMP,CaV13 ICDI inh,Cardio protect,PDI inh
COc1ccc(N(CC(=O)N2CCCCC2)S(=O)(=O)c2c(C)nn(C)c2C)cc1,0.1,-3,2,99,0,4,12,-6,8,nt
Cc1ccc2cc(/C=N/Nc3ccc(C(=O)O)cc3)c(Cl)nc2c1,0.6,4,-3,89,-4,-1,6,-7,-13,-1
O=C(CCC1CCCC1)Nc1nnc(-c2ccc3c(c2)OCO3)s1,-0.6,1,-4,100,-1,3,10,-19,9,-3
COC(C[C@H](O)CC(=O)[C@H](C)OCc1ccccc1)OC,-1.3,4,0,94,2,4,2,-8,8,-4

# High-throughput results (PubChem)
